Screening results deposited in PubChem BioAssay by several laboratories.
HePTP inh = blocks human HePTP tyrosine phosphatase; P35236; recombinant HePTP phosphatase activity, OD absorbance; inhibition, % at 20 µM; hit rate 0.64% among 110,000; AID 521; in the data active means inhibition above about 50%;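 further: plate controls were vehicle for no effect and reference inhibitor for full effect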
Target sequence (P35236 whole entry, looked up): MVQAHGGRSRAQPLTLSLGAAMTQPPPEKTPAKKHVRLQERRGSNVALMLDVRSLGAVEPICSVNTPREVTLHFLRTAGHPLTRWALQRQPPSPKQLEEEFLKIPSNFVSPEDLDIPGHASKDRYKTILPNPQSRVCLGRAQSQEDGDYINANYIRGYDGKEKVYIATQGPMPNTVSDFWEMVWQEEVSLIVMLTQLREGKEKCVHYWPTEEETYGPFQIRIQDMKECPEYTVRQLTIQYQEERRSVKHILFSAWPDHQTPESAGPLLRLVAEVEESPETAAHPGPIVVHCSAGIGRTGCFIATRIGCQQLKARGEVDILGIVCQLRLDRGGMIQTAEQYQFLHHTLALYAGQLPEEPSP
BAP1 block = inhibitors of human BAP1 deubiquitinase | Q92560 | recombinant BAP1, Ub-AMC hydrolysis fluorescence kinetic; hits give low values | activity remaining (% of control), % at 20 µM | hit rate 0.48% among 72,000;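 active means activity remaining at or below 50% of control, provided the compound also passes the data quality filters; inactive means the rest, including low values that fail the filters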;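 further: 100% = DMSO wells rate and 0% = substrate alone blank rate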
* = called active by the depositor; i = inactive; nt = no result given; & = joins results of further samples.

BAP1 block	HePTP inh	mol
91	-8	CCOC(=O)N1CCN(C(=O)CN(c2cc(C(F)(F)F)ccc2Cl)S(C)(=O)=O)CC1
nt	-14	CSCCC(N=C1NC(C)(C)Cc2c1ccc1ccccc21)C(=O)O (stereo not drawn)
101	6	O=C(NCCC1=CCCCC1)C1COc2ccccc2O1 (stereo not drawn)
77	7	Cc1ccc(C)c2[nH]c(=O)c(CN(Cc3ccco3)C(=O)Nc3ccccc3)cc12
nt	-2	C=CCc1cccc(/C=N/NC(=O)c2cc(C)[nH]n2)c1O
89	14	CC1CCN(CCCNC(=O)c2cn(C)c3ccc(S(=O)(=O)N4CCCC4)cc3c2=O)CC1
111	4	O=C(Cn1nc(-c2ccccc2)c2ccccc2c1=O)Nc1ccc2c(c1)nc1n2CCOC1
69	1	O=C(Nc1ccc2c(c1)OCO2)c1cccc2c1C(=O)N(C1CCCCC1)C2
64	4	CCC(=O)c1ccccc1OCCN1C(=O)NC(C)(C)C1=O
nt	-17	Cc1cc(C)c(OCCCCN2CCCCC2)c(Cl)c1
70	5	CC(NC(=O)CC12CC3CC(CC(C3)C1)C2)C(=O)O (stereo not drawn)
nt	9	COc1ccc(C)cc1C(=O)CCC(=O)O
84	0	CCOc1cccc(C(=O)Nc2ccccc2OC(F)F)c1
98	8	CCOC(=O)NC(=O)CSc1nc(C)cc(C)c1C#N
80	2	Cc1cccc(C)c1OCC(=O)Nc1sc2c(c1C#N)CCCC2
95	10	CCN(c1c(C)n(C)n(-c2ccccc2)c1=O)S(C)(=O)=O
72	11	COc1ccc(O)c(-c2cc(-c3cccc(Br)c3)n[nH]2)c1
90	7&-2	CCOc1cccc(C(=O)Nc2ccc(N(CC)CC)cc2)c1
81	7	CCOC(=O)c1cccc(NC(=O)C2CCN(S(=O)(=O)c3cccs3)CC2)c1
nt	14	COc1ccc(/C=C2/SC(=S)N(CC(=O)O)C2=O)cc1Br
95	6	CCOC(=O)N1CCN(Cc2cccs2)CC1
nt	4	Cc1nn(C(=O)Cc2ccccc2)c(C)c1Br
nt	-3	Cc1ccc(NC(=O)CCCCC(=O)Nc2ccc(C)c(F)c2)cc1F
71	nt	Cc1cc(C)n(-c2n[nH]c(C)c2[N+](=O)[O-])n1
nt	16	CC(C)(C)NC(=O)COc1ccc(CNn2nnnc2N)cc1
88	-1	CC(C(=O)Nc1nccs1)N1C(=O)C2CC=CCC2C1=O (stereo not drawn)
nt	-14	CCCOc1ccc(N2C(=O)CC(NCc3ccccc3)C2=O)cc1 (stereo not drawn)
nt	14	Cc1ccc(SCc2cc(=O)n(-c3nc4ccccc4s3)[nH]2)cc1
76	5	CSc1nc2c(c(=O)n1C)SC(C)C2 (stereo not drawn)
nt	12	CC(NC(=O)c1ccc(S(=O)(=O)N2CCCCC2)cc1)C12CC3CC(CC(C3)C1)C2 (stereo not drawn)
nt	-10	COc1ccccc1C(=O)Nc1nc(C)c(C(C)=O)s1
70	7	COc1ccc(Nc2ncnc3ccc(Br)cc23)cc1
nt	-5	O=C(/C=C\c1ccc(-c2ccc(Br)cc2)o1)N1CCOCC1
99	3	Cc1ccccc1CS(=O)(=O)c1nnc([C@H](CC(C)C)NC(=O)OC(C)(C)C)o1
96	6	O=C(c1cccc(C(=O)N2CCN(c3ccccc3F)CC2)n1)N1CCN(c2ccccc2F)CC1
nt	-9	O=c1oc2c(-c3cc(Cl)ccc3Cl)cc(O)cc2s1
nt	11	O=C1c2ccccc2C(=O)N1Oc1ccc(C(F)(F)F)cc1[N+](=O)[O-]
nt	52*	O=C(O)c1ccc(-c2ccc(C=C3C(=O)c4ccccc4C3=O)o2)cc1Cl
99	10	COc1ccccc1N(C(=O)c1ccco1)C(C(=O)NC1CCCC1)c1cccnc1 (stereo not drawn)
55	nt	c1ccc2[nH]c(CCCCCCCCc3nc4ccccc4[nH]3)nc2c1
nt	-10	CCOC(=O)N1CCN(CC(=O)Nc2ccc(C)cc2)CC1
nt	9	CC(C)CC(=O)NS(=O)(=O)c1ccc(NS(C)(=O)=O)cc1
nt	-2	CCOC(=O)c1ccc(N2C(=O)CC(=O)NC2=O)cc1
nt	-19	CCOc1ccc(NC(=O)CN(c2ccc(OC)c(Cl)c2)S(C)(=O)=O)cc1
nt	-5	CCCCn1c(=O)c2c(c3ccccc31)OCC(=O)N2
55	4	Cc1cc(C)c2c(n1)sc1c(N3CCOCC3)ncnc12
nt	2	O=C1/C(=C\c2ccc(-c3ccccc3Cl)o2)SC(=S)N1Cc1ccccc1
nt	-4	Clc1ccccc1CSc1nc2ncccc2[nH]1
nt	6	Cc1nnc(C)n1/N=C/c1cccc([N+](=O)[O-])c1
66	nt	Cc1ccc2nc(-c3ccc(C)c(NC(=O)c4ccc(Br)cc4)c3)oc2c1
nt	-10	O=C1CCC(C(=O)Nc2ccccc2)N1 (stereo not drawn)
91	7	O=C1CN(CC(=O)N2CCOCC2)c2ccccc2O1
83	-5	Cn1c(C(=O)NCC2CCCO2)cc2oc3ccccc3c21 (stereo not drawn)
103	1	O=C(CSc1nc2ccccc2o1)N1CCN(C(=O)c2ccco2)CC1
nt	-8	COc1ccccc1NC(=O)C1=C(C)NC(=S)NC1c1ccccc1OC (stereo not drawn)
59	-1	CCOC(=O)c1cnn(-c2cc(C)c3cc(C)cc(C)c3n2)c1N
63	8	O=C(Nc1ccc(-c2nnc(-c3ccccc3)o2)cc1)C(F)(F)F
nt	-13	O=C(NC1Sc2ccccc2N=C1c1ccccc1)c1ccco1 (stereo not drawn)
nt	7	COc1cccc(NC(=O)COc2cccc(C)c2C)c1
nt	5	O=C(O)c1ccccc1N(Cc1ccccc1)S(=O)(=O)c1ccccc1

Next results:
BAP1 block	HePTP inh	mol
81	4	O=C(NCc1ccc(F)cc1Cl)C1CCN(S(=O)(=O)N2CCC3(CC2)OCCO3)CC1
nt	2	O=C(Nc1nnc(-c2ccccc2)s1)c1cccc(Cl)c1
97	13	CC(=O)N1CCN(c2ccc(Oc3nnnn3-c3ccccc3)cc2)CC1
83	-8	CCC(=O)Nc1ccc2c(c1)ncn2-c1ccccc1OC
nt	0	O=Cc1ccccc1OC(=O)c1cc2ccccc2oc1=O
124	10	Cc1csc(NC(=O)CSc2nnc3ncccn23)n1
nt	7	CN1CCN(Cn2c(O)c(N=NC(=O)CSc3nc4ccccc4s3)c3ccccc32)CC1
88	3	Cc1onc(-c2ccccc2)c1C(=O)Nc1nc2c(s1)CCCC2
nt	7	CCn1c(SCC(=O)N/N=C/c2cccn2C)nnc1-c1ccc(OC)cc1
100	-11	CCCc1ccc(-c2ccc(C(=O)O)cc2)nc1
nt	15	O=C(Cn1cc(/C=C2/C(=O)NC(=S)N(c3ccccc3F)C2=O)c2ccccc21)Nc1ccccc1
nt	-2	O=C(N/N=C/c1ccc(OC(=O)c2ccccc2Br)cc1)c1ccccn1
nt	-3	Cc1cc(-c2ccc(C)o2)c(C#N)c(SCC(=O)c2ccccc2)n1
109	6	COc1ccc(-n2c(SCC(=O)c3c(N)n(C)c(=O)n(C)c3=O)nc3ccccc32)cc1
106	nt	NC(N)=NCc1cccc(I)c1
56	1	CCCN1C(=O)c2ccc(C(=O)Nc3cc(C)on3)cc2C1=O
60	5	COC(=O)c1cc2sc(Cl)cc2n1CC(=O)N1CCCc2ccccc21
95	-10&-5	CC(C)c1ccc(NC(=O)c2cnn(-c3ccccc3)c2NC(=O)c2ccco2)cc1
103	2	COc1ccc(S(=O)(=O)NCc2ccc3c(c2)OCO3)cc1C(=O)O
75	-6	CCc1ccccc1N=C1SCC(=O)N1C
nt	-4	COc1ccc(S(=O)(=O)N(CC(=O)N2CCOCC2)c2ccc(C)cc2)cc1OC
nt	10	COc1c(Br)cc(Br)cc1/C=N\NC(=O)COc1ccc(C)cc1
nt	-2	CN(C)/C=C1/C(=O)N(c2nc3ccccc3s2)N=C1C(F)(F)F
103&77&98	9	c1ccc2c(c1)CCCC2C1=NCCN1 (stereo not drawn)

Profiles, quoted from the list.
Shown for COc1ccc(S(=O)(=O)N(CC(=O)N2CCOCC2)c2ccc(C)cc2)cc1OC : BAP1 block = nt; HePTP inh = -4
Shown for CN(C)/C=C1/C(=O)N(c2nc3ccccc3s2)N=C1C(F)(F)F : BAP1 block = nt; HePTP inh = -2
Shown for COC(=O)c1cc2sc(Cl)cc2n1CC(=O)N1CCCc2ccccc21 : BAP1 block = 60; HePTP inh = 5

The listing continues:
BAP1 block	HePTP inh	mol
84	2	COc1cccc(NC=C2C(=O)OC(C)(C)OC2=O)c1
103	nt	COc1ccc(C(=O)Nc2nc3c(s2)C(=O)CC(C)(C)C3)cc1
92	0	CCc1ccc2nc(NC3=NCN(CCOC)CN3)nc(C)c2c1
122	5	CC1(C)OC(=O)C(=CNc2cccc(C(=O)O)c2)C(=O)O1
nt	5	O=C1C2C3C=CC(C3)C2C(=O)N1CCN1CCN(S(=O)(=O)c2ccc3ccccc3c2)CC1 (stereo not drawn)
nt	-11	CCCC1CCc2c(sc(NC(=O)/C=C\C(=O)O)c2C(N)=O)C1 (stereo not drawn)
80	4	CSc1[nH]c(=O)c(C(=O)O)cc1C#N
nt	-11	Cc1ccc(N2C(=O)c3ccc(C(=O)Nc4cccc(C)c4C)cc3C2=O)c(C)c1
nt	-3	COc1cc(C(=O)Nc2nc3ccc4ccccc4c3s2)cc(OC)c1OC
107	10	CCN(CCNC(=O)C1CCN(S(C)(=O)=O)CC1)c1ccccc1
nt	11	CCCn1c(C)nc2c(c1=O)c1nc3ccccc3nc1n2CCc1ccccc1
nt	5	N#C/C(=C/c1cccc(Cl)c1)C(=O)Nc1cccc(Br)c1
nt	7	c1ccc(OCCCc2nc(-c3ccncc3)no2)cc1
nt	3	NC(=O)COc1ccc(/C=c2/sc3n(c2=O)CCCN=3)cc1
97	1	CCn1c(-c2cc(Br)ccc2O)n[nH]c1=S
nt	5	S=C(Nc1cccc(Cl)c1)N1CCOCC1
nt	0	C=CCN1C(=O)/C(=c2\sc3n(c2=O)C(c2ccc(OC)c(OC)c2)C(C(=O)OC)=C(C)N=3)c2ccccc21 (stereo not drawn)
nt	-9	CC1=CC(C)(C)N(C(=O)Nc2ccccc2)c2c(C)cc(C)cc21
nt	6	CC1=C(C(=O)Nc2ccc(Cl)cc2)Sc2ccccc2N1
nt	1	CCOc1cc(/C=C2/SC(=S)N(C)C2=O)ccc1OCc1cccc2ccccc12
nt	-3	Cc1ccc(-c2nc3cc(Cl)ccc3o2)cc1NC(=O)c1ccc(-c2ccc([N+](=O)[O-])cc2)o1
150	4	O=C(CSc1ncn[nH]1)Nc1cccc2ccccc12
86	0	C=CCn1c(SCC(=O)Nc2ccccc2OC)nnc1-c1ccccn1
nt	6	O=S(=O)(c1ccc2ccccc2c1)N1CCc2ccccc21

Brought forward from above: 4 entries; new compounds follow.
BAP1 block	HePTP inh	mol
nt	-3	Cc1ccc(-c2nc3cc(Cl)ccc3o2)cc1NC(=O)c1ccc(-c2ccc([N+](=O)[O-])cc2)o1
150	4	O=C(CSc1ncn[nH]1)Nc1cccc2ccccc12
86	0	C=CCn1c(SCC(=O)Nc2ccccc2OC)nnc1-c1ccccn1
nt	6	O=S(=O)(c1ccc2ccccc2c1)N1CCc2ccccc21
101	6	O=C(Oc1ccccc1)c1cccc(N2C(=O)CCC2=O)c1
95	-5	CCCC12CN3CC(C)(CN(C1)C31CCCCC1)C2=O
nt	-6	O=C(Nc1c[nH]c(=O)[nH]c1=O)c1ccc2c(c1)C(=O)N(c1ccc([N+](=O)[O-])cc1)C2=O
74	5	O=C(Cn1nnc(-c2ccccc2NC(=O)c2ccco2)n1)NC1CCCCC1
85	-1	O=C(CSc1nnc(Cc2ccccc2)o1)NC1CC2CCC1C2 (stereo not drawn)
nt	-7	CCOC(=O)C1=C(O)/C(=C/c2ccc([N+](=O)[O-])cc2)SC1=Nc1cccc2ccccc12
74	1	CN1CCN(c2ccc(Cl)cc2NC(=O)c2ccc(S(=O)(=O)N3CCCCCC3)cc2)CC1
nt	-3	COc1ccc(NC(=O)c2cccc([N+](=O)[O-])c2C)cc1OC
nt	0	CC(=O)COc1cc(C)cc2oc(=O)c(C)c(C)c12
116	9	Cc1ccc(OCc2nc(C#N)c(NCCCn3ccnc3)o2)cc1
nt	-1	CC1=C(C(=O)OCC2CCCO2)C(c2c(F)cccc2Cl)C2=C(CC(C)(C)CC2=O)N1 (stereo not drawn)
105	6	Cc1nc(NC2=NCN(CCCN3CCOCC3)CN2)nc2c(C)cccc12
i	1	c1ccc2c(c1)NC1(CCCC1)n1c-2nc2ccccc21
92	-2	CCn1c(SCC(=O)C(C)(C)C)nnc1-c1cnccn1
nt	3	C/C(=N\Nc1nc(-c2ccc(C)cc2)nc2ccccc12)c1ccc([N+](=O)[O-])cc1
89	-2	CCOC(=O)NC1(C(F)(F)F)NC(=O)N(Cc2ccco2)C1=O (stereo not drawn)
92	-9	COc1ccc(C(=O)NCC23C=CC(O2)C2C(=O)N(Cc4ccccc4)C(=O)C23)cc1 (stereo not drawn)
114	6	O=C(NCCCN1CCOCC1)c1cc2c(s1)CSC2

Gathered by group: those above with a tert-butyl group (three)
BAP1 block	HePTP inh	mol
nt	16	CC(C)(C)NC(=O)COc1ccc(CNn2nnnc2N)cc1
99	3	Cc1ccccc1CS(=O)(=O)c1nnc([C@H](CC(C)C)NC(=O)OC(C)(C)C)o1
92	-2	CCn1c(SCC(=O)C(C)(C)C)nnc1-c1cnccn1
